RBX1-CUL1 inh = human ROC1-CUL1 E3 ligase inhibition. in vitro K48 di-Ub FRET, acceptor:donor ratio, 45 min. inhibition, % at 10 µM. P62877+Q13616. actives 0.6% (n = 140,000); in the data active = inhibition above about 25%
Target sequence (P62877 whole entry, looked up): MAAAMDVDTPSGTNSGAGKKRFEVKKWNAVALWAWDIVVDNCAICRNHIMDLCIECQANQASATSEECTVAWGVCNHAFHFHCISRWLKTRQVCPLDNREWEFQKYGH
Target sequence (Q13616 whole entry, looked up): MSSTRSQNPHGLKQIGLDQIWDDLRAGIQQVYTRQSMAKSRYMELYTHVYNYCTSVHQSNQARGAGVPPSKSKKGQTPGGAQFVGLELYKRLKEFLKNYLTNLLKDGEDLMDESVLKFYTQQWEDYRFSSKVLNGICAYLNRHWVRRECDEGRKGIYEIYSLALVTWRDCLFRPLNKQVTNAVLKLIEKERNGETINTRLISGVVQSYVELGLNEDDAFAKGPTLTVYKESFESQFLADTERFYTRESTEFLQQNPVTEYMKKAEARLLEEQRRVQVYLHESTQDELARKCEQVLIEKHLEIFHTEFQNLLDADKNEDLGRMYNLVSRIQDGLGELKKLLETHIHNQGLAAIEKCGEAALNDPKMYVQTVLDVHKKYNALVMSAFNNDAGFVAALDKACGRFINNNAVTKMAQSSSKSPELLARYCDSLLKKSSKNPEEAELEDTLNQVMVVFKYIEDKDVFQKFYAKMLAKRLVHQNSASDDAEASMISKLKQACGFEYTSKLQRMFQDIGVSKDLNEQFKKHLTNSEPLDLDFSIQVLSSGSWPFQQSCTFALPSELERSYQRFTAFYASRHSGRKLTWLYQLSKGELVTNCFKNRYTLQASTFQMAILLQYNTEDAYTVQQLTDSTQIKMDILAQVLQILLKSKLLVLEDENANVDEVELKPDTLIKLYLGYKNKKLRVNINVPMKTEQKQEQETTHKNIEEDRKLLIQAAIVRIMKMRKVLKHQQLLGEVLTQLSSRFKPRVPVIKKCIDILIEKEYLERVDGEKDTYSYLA
* = called active by the depositor. This is a subset, so the mix of outcomes need not match the whole.

SMILES	RBX1-CUL1 inh
CCS(=O)(=O)NC1CC(=O)N(Cc2cccc3ccccc23)C1 (stereo unspecified)	1
Cc1cc2oc(C(=O)N(Cc3ccc(N(C)C)cc3)CC3CCCO3)c(C)c2cc1Cl (stereo unspecified)	-8
O=C(NCCc1csc(-c2cccc(F)c2)n1)c1cccs1	-5
CCSc1nc2ccc(NC(=O)c3sc4nc(-c5cccs5)ccc4c3N)cc2s1	-12
CCOc1ccc(Nc2nc(CSc3nc4ccccc4c(=O)n3-c3ccccc3)cs2)cc1	-6
CC1(C)Cc2c(sc3[nH]c(=S)n(-c4ccccc4)c(=O)c23)CO1	9
CCN1CCN(C(=O)c2ccccc2C(=O)O)CC1	4
COCCc1nn2c(=O)cc(COC(=O)c3ccccc3C)nc2s1	3
CCCCC12CCC(C(=O)c3ccccc3F)C(=O)C1C(=O)c1ccccc1O2 (stereo unspecified)	6
Fc1cccc(CN2CCC(C3CCN(Cc4ncc[nH]4)C3)CC2)c1F (stereo unspecified)	2
COc1ccc(C2C(C(=O)Nc3ccc(F)cc3)C(C)=Nc3nc(CCCO)nn32)cc1OC (stereo unspecified)	-3
COC(=O)c1ccc(-c2noc(CN3CCC(OCc4cccnc4)CC3)n2)cc1	-9

Carrying on:
SMILES	RBX1-CUL1 inh
C/C(=N\NC(=O)C(O)(c1ccccc1)c1ccccc1)c1ccc(NC(=O)c2ccco2)cc1	-1
Cc1cccc(N(CN2C(=O)c3ccccc3C2=O)C(=O)c2cc([N+](=O)[O-])cc([N+](=O)[O-])c2)c1	5
O=C(N/N=C/C=C/c1ccco1)c1cc(C2CC2)nc2ccccc12	-4
Cc1ccc(NC(=O)c2nc(S(C)(=O)=O)ncc2N(Cc2ccco2)Cc2ccco2)cc1C	-1
CCCC(=O)N1CCC(N2CCCC(C(=O)NCc3ccccc3)C2)CC1 (stereo unspecified)	-6
Cc1ccc(-c2cc(-c3coc4ccc(Cl)cc4c3=O)c3c(n2)-c2ccccc2OC3)cc1	-1
COc1cccc(OC)c1OCC(O)CN1CCN(Cc2ccc3c(c2)OCO3)CC1 (stereo unspecified)	-7
CC(C)Cc1ccc(C(C)C(=O)Nc2ccccc2)cc1 (stereo unspecified)	-19
COc1cc(C2c3c(oc4ccccc4c3=O)C(=O)N2c2nc(C)c(C)s2)ccc1O (stereo unspecified)	6
Cn1cc(-c2cc3n(n2)CCC(=O)N3CCCC(=O)Nc2ccccc2F)c2ccccc21	-7
CN(C)CCCN1C(=O)NC(Cc2cccc(F)c2)(C2CCN(C(=O)C3=CCCCC3)CC2)C1=O (stereo unspecified)	1
COc1cc(/C=C2\C(=N)N3N=CSC3=NC2=O)cc(Br)c1OS(C)(=O)=O	-14

Continued.
SMILES	RBX1-CUL1 inh
O=C(Nc1ccc([N+](=O)[O-])cc1)C1C2C3CCC(C3)C12 (stereo unspecified)	-10
C=CCSc1nc2sc3c(c2c(=O)n1-c1ccc(CC)cc1)CCCC3	-1
CCCN(C(=O)CCc1nc(-c2ccc(OC)cc2)no1)c1ccccc1F	0
O=C(NC(=S)Nc1cc([N+](=O)[O-])ccc1F)c1cccc(F)c1	-3
CC(C)n1nccc1NC(=O)Cn1ccc(-c2nc3ccccc3n2C)n1	-2
Cc1ccc(N2C(=O)C3ON(c4ccc(Cl)cc4)C(c4cccs4)C3C2=O)cc1 (stereo unspecified)	6
Cc1ccc(C(=O)NCCSc2c(C)[nH]c3ccccc23)cc1C	-5
CCOc1ccc2nc(N3CCCC(C(=O)N4CCN(C(=O)c5cccs5)CC4)C3)nc(C)c2c1 (stereo unspecified)	2
Cc1ccc(OCc2nc(C#N)c(NCCc3ccccc3)o2)cc1	1
CC(=O)N1CCN(CC(=O)Nc2ccc(Cl)c(Cl)c2)CC1	-8
CCc1cccc(C)c1NC(=O)c1c(CC)noc1C	1
COc1ccccc1NC(=O)CSc1nnc(-c2nonc2NC(C)=O)n1-c1ccccc1	4

Following part.
SMILES	RBX1-CUL1 inh
CCOC(=O)c1cc(I)c(-c2cc(C)no2)n1C	-2
Cc1ccc(CNS(=O)(=O)c2ccc3c(c2)CCN3S(C)(=O)=O)cc1	-3
COC(=O)CCC(=O)N(CCN(Cc1ccccc1)C(=O)CCC(=O)OC)Cc1ccccc1	-5
CCCc1c(C)c2ccc(O)c(CN3CCN(c4ccc(F)cc4)CC3)c2oc1=O	4
N#Cc1ccc(NC(=O)C2Cc3ccccc3CN2S(=O)(=O)c2ccc(F)cc2)cc1 (stereo unspecified)	6
CCc1ccc(N2CCn3c2nc2c3c(=O)n(Cc3ccc(F)cc3)c(=O)n2C)cc1	-1
COC(=O)c1cc(NC(=O)c2ccc(Cn3cc(Cl)cn3)cc2)cc(C(=O)OC)c1	1
COc1cc(OC)cc(C(=O)Nc2nc(-c3nnn(-c4ccc(F)c(Cl)c4)c3C)ns2)c1	-5
O=C(O)CC1S/C(=N\N=C\c2ccccc2O)N(c2ccc(O)cc2)C1=O (stereo unspecified)	4
COC(=O)c1cc(NC(=O)Cn2nc(C)n3cccc3c2=O)cc(C(=O)OC)c1	-4
COc1ccc(CCNC(=O)CCC2(Cc3ccc(Cl)cc3)CCC(=O)N2)cc1OC (stereo unspecified)	-8
O=C1OCc2cc(NC(=S)NC(=O)c3cccc4ccccc34)ccc21	5

Next part:
SMILES	RBX1-CUL1 inh
Cc1ccc2cccc(OCCCCCCCCCCOc3cccc4ccc(C)nc34)c2n1	-2
O=C1CC(c2ccco2)Cc2nc(NC3CC3)ncc21 (stereo unspecified)	7
CCN(CC)c1ccc(C=C2C(=O)OC3(CCCCC3)OC2=O)cc1	-1
Cc1cc(C)c(NC(=O)c2ccco2)c(C)c1	2
O=C(CN1CCN(c2ccc(Cl)c(Cl)c2)CC1)NC1CCCC1	5
Cc1nc2ccccc2nc1CN1CCCC(N2CCOCC2)C1 (stereo unspecified)	-2
C[C@H]1C(=O)N(C)C(C)(C)N1C(=O)C(=O)c1ccccc1	2
CN(C)C(=O)c1ccc(NC(=O)Cn2nc(-c3ccccc3)c3ccccc3c2=O)cc1	1
COc1ccc2c(c1)cc1c(=O)n(CC(=O)NCCc3ccccc3)nc(C)n12	-5
O=C1OC(c2ccc(Cl)cc2)=NC1C=NCCCCN=CC1N=C(c2ccc(Cl)cc2)OC1=O (stereo unspecified)	6
Cc1cc(Nc2cccc(C(F)(F)F)c2)nc2ccc(NC(=O)Cc3ccc(Cl)cc3)cc12	2
CCc1ccc(N2C(=O)C(Cl)=C(N3CCN(C)CC3)C2=O)cc1	4

A draw from above in order of count of non-hydrogen atoms, largest number first.
SMILES	RBX1-CUL1 inh
Cc1cc(Nc2cccc(C(F)(F)F)c2)nc2ccc(NC(=O)Cc3ccc(Cl)cc3)cc12	2
CN(C)C(=O)c1ccc(NC(=O)Cn2nc(-c3ccccc3)c3ccccc3c2=O)cc1	1
COc1ccc2c(c1)cc1c(=O)n(CC(=O)NCCc3ccccc3)nc(C)n12	-5
CCN(CC)c1ccc(C=C2C(=O)OC3(CCCCC3)OC2=O)cc1	-1
Cc1nc2ccccc2nc1CN1CCCC(N2CCOCC2)C1 (stereo unspecified)	-2
CCc1ccc(N2C(=O)C(Cl)=C(N3CCN(C)CC3)C2=O)cc1	4
O=C1CC(c2ccco2)Cc2nc(NC3CC3)ncc21 (stereo unspecified)	7

The listing continues.
SMILES	RBX1-CUL1 inh
Cc1nc2c(c(C)nn2C(C)(C)C)c(C)c1CCC(=O)Nc1ccc(F)cc1	-14
CCn1cc(S(=O)(=O)c2ccccc2)c(=O)c2cc(F)c(N3CCCCCC3)cc21	0
CC(C)c1nnc(NC(=O)CN2CCOCC2)s1	3
Cc1ccc(S(=O)(=O)Oc2c(C=C(C#N)C#N)[nH]c3ccccc23)cc1	-5
CCOc1ccccc1CN1CCN(S(=O)(=O)c2ccccc2)CC1	-3
CCN(CC)C(=S)NC(=O)c1ccc(OC)c(Br)c1	-5
Cc1ccc(C)c(NC(=S)N2CCCC(C)C2)c1 (stereo unspecified)	0
CCOC(=O)c1cc(OC(=O)c2cc(Cl)ccc2OC)n(-c2ccccc2)n1	0
CCc1[nH]c2c(CNC(=O)Cc3cccnc3)cc(F)cc2c1C	-5
O=C(CNC(=O)c1cccs1)N/N=C/c1ccc[nH]1	2
CC1Nc2nc(N)[nH]c(=O)c2NC1C (stereo unspecified)	-2
COc1ccc(CCNc2ncnc3c2nnn3C)cc1OC	13

(more compounds)
SMILES	RBX1-CUL1 inh
COc1cc(OC)c(NC(=O)Cn2c(=O)oc3cc(S(=O)(=O)N4CCCC4)ccc32)cc1Cl	7
Cc1ccc2cc(-c3cccs3)[nH]c2c1	0
O=[N+]([O-])c1cc2c(cc1I)OCO2	-3
CCN(c1ccccc1)S(=O)(=O)c1ccc(NC(=O)c2ccccc2Br)cc1	-8
CCOCCc1nn2c(=O)cc(COC(=O)c3ccc(NC(=O)C4CCCCC4)cc3)nc2s1	-5
CCOC(=O)c1cnc2ccc(OC)cc2c1Nc1ccc(OC)cc1	-3
COc1ccc(-c2csc3nc4c5ccccc5c(Cl)nn4c(=O)c23)cc1OC	-12
O=C(COc1ccc(Cl)cc1Cl)NCCN1CCCC1	-7
O=C(c1cc(CN2CCC(Cc3ccccc3)CC2)on1)N1CCSCC1	-5
CCn1c(CNC(=O)c2ccccc2C)nnc1SCC(=O)Nc1ccc(F)cc1	1
c1cnc2c(c1)cnc1cscc12	0
Cc1nc2sc3c(c2c(=O)n1NC(=O)c1nn(C)c(C(F)(F)F)c1Cl)CCCC3	-12

Other compounds follow:
SMILES	RBX1-CUL1 inh
Cc1cc(C)n(N=C2CCCCC2)c(=O)c1C#N	8
C/C(=N/NC(=O)c1ccccc1O)c1cccc(N)c1	-2
Cc1cc2nc(N3CCC(C(=O)NC45CC6CC(CC(C6)C4)C5)CC3)nc(C)c2cc1C	17
COc1ccc2c(c1)CC(C(=O)NCCc1ccc(S(N)(=O)=O)cc1)CO2 (stereo unspecified)	-8
COc1ccc(Br)cc1C(=O)NC(=S)Nc1ccc(Br)c(C)n1	0
C/C(CCc1ccccc1)=N\NC(=O)C1C2CCCCC21 (stereo unspecified)	-8
Cc1nc(-c2ccc(S(=O)(=O)N3CCN(c4ccccc4F)CC3)cc2)co1	-6
COc1ccccc1N1C(=O)c2ccccc2C(C=Nc2c(C)n(C)n(-c3ccccc3)c2=O)C1=O (stereo unspecified)	7
CCOC(=O)c1nn(-c2ccc(C)cc2)c(C(C)=O)c1C	-14
Cc1cccc(NC(=O)c2ccc3nccnc3c2)n1	-8
CCn1ncnc1CN1CCc2[nH]nc(C3CCC3)c2C1	-6
C1=C(c2ccccc2)Nc2nc3ccccc3n2C1c1ccccc1 (stereo unspecified)	1

More results follow.
SMILES	RBX1-CUL1 inh
O=C(Nc1csc(Cl)c1)c1ccccc1	0
COc1cccc(CN2C(=O)c3ccccc3Sc3ccc(C(=O)N(C)Cc4ccccc4)cc32)c1	-3
COc1ccc(-c2nc3ccccc3s2)cc1NC(=O)c1cccc([N+](=O)[O-])c1C	-4
Cc1nc(-c2ccc(Cl)cc2)cs1	9
O=C(/C=C/c1cccs1)N(Cc1ccncc1)Cc1cccc(OCCc2ccc(F)cc2)c1	-4
CCOC(=O)c1cc(-c2ccccc2)n(CCCC(=O)Nc2ccc(C)c(C)c2)c1C	1
FC(F)(F)c1cc(-c2cccc(Br)c2)nc2ncnn12	-8
O=C(CCc1cnccn1)N1CCC(C2CCN(c3ncccn3)CC2)C1 (stereo unspecified)	-22
CCc1nn2c(=O)cc(COC(=O)c3ccc(NC(=O)C4CCCCC4)cc3)nc2s1	-17
COCc1ccc(C(=O)NCc2c(C)ncc3c2CCN(C(=O)c2cccc(-n4cccn4)c2)C3)o1	6
COc1ccc2c(c1)C(=O)N(c1ccccc1OC)C(=O)/C2=C\N1CCOCC1	-7
Cc1ccc(S(=O)(=O)N2CCCC2C(=O)Nc2nc3c(s2)CCCC3)cc1 (stereo unspecified)	-5

New compounds follow:
SMILES	RBX1-CUL1 inh
CCOc1ccc(N2CC(c3nc4ccccc4n3CCOc3ccc(CC)cc3)CC2=O)cc1 (stereo unspecified)	7
CN(c1cccc(NC(=O)CN(c2ccc(Cl)cc2Cl)S(=O)(=O)c2ccccc2)c1)S(C)(=O)=O	-9
CCc1nnc(NC(=O)CSc2nc(-c3ccc(F)cc3)cs2)s1	-9
CNC(=O)COc1ccc(-c2cccc(-c3ccn[nH]3)c2)cc1	-1
COc1cccc(-c2noc(COc3ccc(C(C)(C)C)cc3)n2)c1	-4
FC(F)(F)Oc1ccc2c(c1)C1C=CCC1C(c1ccc(Br)cc1)N2 (stereo unspecified)	-8
O=C(Nc1ccccc1O)c1ccc(N2C(=O)c3ccccc3C2=O)cc1	-3
Cc1nnc(-c2cccc(NC(=O)C3CCN(C(=O)c4ncoc4C)CC3)c2)s1	9
COc1ccc(CNC(=O)c2cc3oc4ccccc4c3n2C)cc1OC	3
Cc1ccc(C(=O)Nc2nnc(CCS(=O)(=O)c3ccc4ccccc4c3)s2)cc1	9
CC(NC(=O)c1cc2c(s1)CCCCCC2)C1CCCO1 (stereo unspecified)	-4
Cc1ccc(-c2ccc(C3c4c(n[nH]c4C)OC(=N)C3C#N)o2)cc1 (stereo unspecified)	3

(more compounds)
SMILES	RBX1-CUL1 inh
COCC(=O)Nc1ccc(C(=O)Nc2ccc(C)cc2C)cc1	3
CCOC(=O)c1ccc(N2C(=O)CC(N3CCN(c4ccc(OC)cc4)CC3)C2=O)cc1 (stereo unspecified)	2
O=S(=O)(Nc1ccc(Br)cc1F)c1cccc(Cl)c1	2
CCCn1c(=O)c2c(nc3n(C4CCCCC4)c(C)cn23)n(C)c1=O	-2
O=C(Nc1ccc(S(=O)(=O)Nc2ccc(Cl)cc2)cc1)c1ccc(COc2cc(Cl)ccc2Cl)o1	-1
Cc1ccc(-c2csc(NC(=O)CSc3nc(C)cc(C)n3)n2)cc1	7
Cc1ccc(/C=C(/C#N)c2nc(-c3cc4ccccc4oc3=O)cs2)s1	-8

Screens from PubChem BioAssay.
